# From PubChem BioAssay
# PLK1 kinase inh = inhibitors of human PLK1 kinase. P53350. recombinant PLK1 kinase, TR-FRET peptide phosphorylation. inhibition, % at 10 µM. 97,000 tested, 0.53% active. AID 619;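 active = inhibition of 50% or more in the single-concentration screen; inactive = inhibition below 50%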;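 also: 0% = DMSO max control and 100% = H-89 dihydrochloride min control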
# Target sequence (P53350 whole entry, looked up): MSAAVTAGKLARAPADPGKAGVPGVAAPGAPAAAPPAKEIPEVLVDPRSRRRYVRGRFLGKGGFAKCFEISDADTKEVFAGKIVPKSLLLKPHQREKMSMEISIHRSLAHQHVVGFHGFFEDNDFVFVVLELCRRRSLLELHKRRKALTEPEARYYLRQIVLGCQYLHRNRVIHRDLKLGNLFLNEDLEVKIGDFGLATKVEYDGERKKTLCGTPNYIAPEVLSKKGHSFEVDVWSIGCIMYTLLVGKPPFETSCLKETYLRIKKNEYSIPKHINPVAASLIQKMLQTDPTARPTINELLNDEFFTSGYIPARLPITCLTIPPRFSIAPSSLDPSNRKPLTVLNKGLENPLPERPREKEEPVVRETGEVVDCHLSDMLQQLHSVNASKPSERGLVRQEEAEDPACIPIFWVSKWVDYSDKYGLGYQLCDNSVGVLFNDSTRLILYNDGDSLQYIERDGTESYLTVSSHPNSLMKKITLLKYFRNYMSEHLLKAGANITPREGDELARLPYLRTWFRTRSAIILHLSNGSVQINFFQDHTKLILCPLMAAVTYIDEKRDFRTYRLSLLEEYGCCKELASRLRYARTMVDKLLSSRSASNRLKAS
# PLAP act = activators of human placental alkaline phosphatase | activation fold at 20 µM | 96,000 tested, 1.2% active | P05187 | purified PLAP enzyme, luminescent substrate read-out; active compounds read high | AID 696; in the data active = activation fold above about 2
# CYP2C19 inhib = human CYP2C19 inhibition; 96,000 tested, 21% active; inhibition, % at 5 µM; P33261; CYP2C19 Supersomes, luciferin-H EGE luminescence, 30 min;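 active = CYP2C19 inhibition above a set limit at 5 µM in the primary screen, cut at about 50% in these data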;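 also: plate controls were negative control wells for no effect and 2.5 mM tranylcypromine positive control for full effect; values of inactives mirror those of a sister screen read the other way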
# Target sequence (P33261 whole entry, looked up): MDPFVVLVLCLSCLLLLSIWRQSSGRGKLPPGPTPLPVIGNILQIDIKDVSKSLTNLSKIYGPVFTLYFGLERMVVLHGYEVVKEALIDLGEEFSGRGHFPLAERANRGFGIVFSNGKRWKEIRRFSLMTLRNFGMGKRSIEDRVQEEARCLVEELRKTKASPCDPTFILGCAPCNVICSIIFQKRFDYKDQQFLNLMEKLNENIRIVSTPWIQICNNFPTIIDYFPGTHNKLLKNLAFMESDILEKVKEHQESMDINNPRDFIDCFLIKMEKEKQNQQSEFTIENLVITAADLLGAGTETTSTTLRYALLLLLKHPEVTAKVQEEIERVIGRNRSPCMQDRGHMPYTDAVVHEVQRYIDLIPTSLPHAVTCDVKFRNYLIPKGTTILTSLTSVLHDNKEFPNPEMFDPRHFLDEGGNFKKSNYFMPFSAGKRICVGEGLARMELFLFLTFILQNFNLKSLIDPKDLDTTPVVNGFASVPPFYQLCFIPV
# CYP2C9 activ = increases human cytochrome P450 2C9 activity; P11712; recombinant CYP2C9, luciferin-H conversion, luminescence; active compounds read high; factor 1 = untreated enzyme, 0 = blocked; activation factor at 5 µM; 96,000 tested, 1.4% active; AID 1024;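 active = activation factor of 2 or more for CYP2C9 at a 5 µM dose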;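 also: 0 = sulfaphenazole-blocked wells and 1 = vehicle-only wells; values of inactives mirror those of a sister screen read the other way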
# CYP2C9 inh = blocks human cytochrome P450 2C9; P11712; CYP2C9 Supersomes, luciferin-H conversion, luminescence; inhibition, % at 5 µM; 96,000 tested, 20% active; AID 777;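 active = blocking of liver enzyme CYP2C9 beyond about 50% at 5 µM, limit read from the data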; also: values of inactives mirror those of a sister screen read the other way
# CYP2C19 act = activators of human cytochrome P450 2C19; P33261; recombinant CYP2C19, luciferin-H EGE luminescence; active compounds read high; 0 = fully inhibited enzyme, 1 = untreated enzyme; activation factor at 5 µM; 96,000 tested, under 10 active; AID 1025;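 active = activation factor of at least 2 at 5 µM in the primary screen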;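 also: 0 = wells with 2.5 mM tranylcypromine and 1 = vehicle-only wells; values of inactives mirror those of a sister screen read the other way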
# EphB4 ephrin blk = antagonists of human EphB4-ephrin-B2 interaction. 97,000 tested, 0.15% active. inhibition, % at 7 µM. P54760. EphB4 LBD / TNYL-RAW-Alexa532 peptide, fluorescence polarization;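 active = inhibition above the screen-wide mean inhibition plus 3 SD, cut at about 15% in these data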;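 also: 0% = DMSO wells and 100% = excess unlabeled TNYL-RAW peptide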
# PLK1 PBD inh = blocks phosphopeptide binding to human Plk1 polo box domain; P53350; Plk1 PBD phosphopeptide binding, fluorescence polarization; inhibition, %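 (tested at about 20 µM)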; 97,000 tested, 0.13% active; AID 693; in the data active = inhibition above about 34%, passing the limit was not always enough
# Rev-RRE block = inhibitors of HIV-1 Rev-RRE RNA interaction; P05866; Rev peptide-RRE RNA binding, FRET; inhibition, % at 8 µM; 97,000 tested, 0.79% active; AID 704;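 active = inhibition above the screen-wide mean plus 3 SD, cut at about 35% in these data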;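 also: 0% = median DMSO wells and 100% = median Neomycin B control wells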
#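 Test system: Cy5-tagged RRE RNA duplex with fluorescein-tagged Rev peptide | Read-out: % inhibition of FRET ratio versus controls | Probe or stimulus: Labelled Rev peptide | Incubation: 5 min RNA-compound premix plus 15 min binding step, 25 °C | Technique: FRET fluorescence readout | Benchmarks: DMSO low control, neomycin B high control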
# Numbers without * were called inactive; . = not tested or not shown. Hits appear at their usual frequency; any-hit rate near 29%.
structure	PLK1 kinase inh	PLAP act	CYP2C19 inhib	CYP2C9 activ	CYP2C9 inh	CYP2C19 act	EphB4 ephrin blk	PLK1 PBD inh	Rev-RRE block
COc1cccc(-c2nnc(NC(=O)Cc3cccs3)s2)c1	-10	1.1	-9	1.2	-16	1.1	2	-2	6
COc1ccc(CCN2C(=O)c3cccnc3C2=O)cc1OC	-2	1	23	1	4	0.8	-12	-16	2
CC(C)(C)n1nc2c(c1NC(=O)c1ccco1)CS(=O)C2 (stereo unspecified)	-8	1	0	1	2	1	3	14	6
CS(=O)(=O)c1cnc2c(-c3ccc(F)cc3)cnn2c1N	-12	1.1	7	0.9	6	0.9	0	7	4
COC(=O)c1nnn(-c2nonc2N)c1CSc1ccccn1	.	0.9	80*	0.8	23	0.2	.	.	.
Cc1nnc(-c2cnn(-c3ccccc3)c2N)n1Cc1ccncc1	-14	0.8	38	0.8	18	0.6	-6	-11	2
Nc1nc(SCc2c(Cl)cccc2Cl)n[nH]1	-3	1.9	3	1.2	-20	1	3	-20	4
C=CCc1c(C)nc(SC)nc1Nc1ccc(C)cc1	-1	0.9	6	0.9	5	0.9	1	-24	17
CCOC(=O)c1cnc(SCC(=O)NCc2ccco2)nc1N	-17	0.9	-1	0.4	61*	1	0	-8	5
Cc1nc2ccccc2n1C1CC(=O)N(N(C)C)C1=O (stereo unspecified)	-14	0.8	-2	0.9	9	1	0	4	4
COc1ccc(-c2cn3c(C)c(C(=O)Nc4cc(NC(C)=O)ccc4OC)sc3n2)cc1	-11	.	.	.	.	.	-5	-29	1
COc1ccc(C)cc1NC(=O)c1cc2ccccc2o1	-5	0.9	11	1.2	-22	0.9	2	7	8
O=C(CSc1n[nH]c(-c2ccccc2)n1)Nc1ncc(Br)cc1Br	-2	1.4	87*	0.1	88*	0.1	2	23	10
CCNS(=O)(=O)c1cc(Br)ccc1OC	-4	1.1	30	1.8	-76	0.7	-4	-5	2
O=C(NCCCN1CCCC1=O)c1ccc(Cl)c(NS(=O)(=O)c2ccc(F)cc2)c1	3	1.4	-7	0.8	22	1.1	1	12	2
COCCN(CCOC)C(=O)c1sc2nc(-c3ccccc3)cn2c1C	-6	1.7	14	0.7	30	0.9	6	-5	10
Cc1cc(C)c(C(N)=O)c(Nc2cccc3ccccc23)n1	-5	.	.	.	.	.	1	-24	0
Cc1cc(OCC(=O)Nc2ccncc2)ccc1Br	6	1	100*	0	99*	0	5	-11	-1
CCc1c(C(=O)NCc2ccccc2Cl)[nH]c(C)c1C(C)=O	1	0.8	61*	0.3	66*	0.4	-3	5	2
Cc1cccc(C)c1-n1c(C)cc(/C=N\Nc2ccc([N+](=O)[O-])cn2)c1C	-1	0.8	13	0.5	48	0.9	-2	-13	27
C=CCn1c(=O)c2c(nc(Br)n2Cc2ccccc2Cl)n(C)c1=O	-7	1	71*	1	4	0.3	-2	8	9
COCCn1c(C)cc(C(=O)CSc2nnc3ccccn23)c1C	72*	0.9	71*	1	3	0.3	-7	-25	8
O=S(=O)(c1ccccc1)c1nc(-c2ccco2)oc1N1CCCCCC1	-11	1	66*	0.4	58*	0.3	4	-9	8
Cc1nc2ncnn2c(C)c1CCC(=O)N1CCN(Cc2ccccc2)CC1	-14	1.7	-2	1.2	-18	1	3	-14	10
CCOc1ccc(N/C(C)=C/C(=O)c2ccc(C)o2)cc1	-16	0.9	52*	0.8	21	0.5	0	1	5
CC(NC(=O)c1ccccc1O)c1ccccc1 (stereo unspecified)	0	0.8	58*	0.7	30	0.4	1	18	10
Clc1ccc(SCc2cn3cccnc3n2)cc1	-18	0.8	17	1	-5	0.8	-1	-10	5
CCc1ccc(NC(=O)CSc2nc3ccccc3c(=O)n2CCCC(=O)N2CCCC2)cc1	-4	0.9	37	0.6	38	0.6	0	2	1
O=C(Nc1ccc(N2CCN(C(=O)c3ccco3)CC2)cc1)c1ccc(F)cc1	.	1.1	20	0.7	31	0.8	.	.	.
COc1ccc(OCC(=O)Nc2ncc3c(n2)CC(C)(C)CC3=O)cc1	-6	1	-1	1	2	1	-2	6	-4
O=[N+]([O-])c1ccc(O)c(-c2nc(-c3ccccc3)c(-c3cccs3)[nH]2)c1	7	1.3	11	0.1	92*	0.9	-5	24	7
Clc1ccccc1Cn1nnc2c(N3CCOCC3)nc(C3CC3)nc21	-10	1	-4	1.1	-12	1	3	-7	1
N#Cc1ccc(-n2c(-c3ccccc3)nnc2-c2ccccc2)cc1C#N	-14	.	.	.	.	.	0	-28	17
c1coc(C2Nc3ccccc3C3OCCC23)c1 (stereo unspecified)	-2	1.1	2	1.1	-7	1	4	-16	8
O=C(c1cc2cc(Cl)cc(Cl)c2oc1=O)N1CCOCC1	-10	0.8	-4	1.3	-30	1	5	-22	3
Cc1ccc(NC(=O)N2CCc3ccccc32)cc1	-9	.	.	.	.	.	1	4	4
COc1ccc(CCNC(=O)CN(c2ccc(C)cc2)S(=O)(=O)c2c(C)noc2C)cc1OC	-3	1.5	92*	0.6	40	0.1	7	-4	6
COC(=O)C(O)(NC(=O)OCc1ccccc1)C(F)(F)F (stereo unspecified)	.	0.9	42	0.9	6	0.6	.	.	.
COc1ccc(-c2noc(CN3CCN(c4ccccc4)CC3)n2)cc1	-12	1	21	0.8	23	0.8	-1	-5	16
N#CC(C(=O)Nc1ccccc1)=C1CCCCC1	.	0.9	22	1	1	0.8	.	.	.
Cn1nnnc1SCC(=O)Nc1cc(C(=O)O)cc(C(=O)O)c1	9	0.8	3	1	4	1	-3	-5	8
O=C(CCC(=O)OCCCC(F)(F)C(F)(F)F)Nc1ccccc1	-10	0.8	15	0.9	8	0.8	-4	19	3
C=C(Br)Cn1c(CC)nc2ccccc21	-9	0.9	2	1	-4	1	0	-30	5
C=CCn1c(N2CCCCCC2)nc2c1c(=O)n(C)c(=O)n2C	-3	1.4	20	0.5	47	0.8	5	-14	0
Cc1ccc(C(=O)COC(=O)C2CC(=O)N(c3nc(-c4ccccc4)cs3)C2)cc1C (stereo unspecified)	-15	1.6	13	0.1	90*	0.9	-3	-3	7
CCOC(=O)C1CCCN(C(=O)c2cn(CC)c(=O)c3cc(OC)c(OC)cc23)C1 (stereo unspecified)	-2	1.1	-4	0.9	12	1	-15	4	-6
Cn1c(=O)c2c(nc(SCc3ccccn3)n2C)n(C)c1=O	.	0.9	3	1	5	1	.	.	.
CC(C)(C)n1ncc2c(=O)n(Cc3c(F)cccc3Cl)cnc21	-3	1.1	87*	0.7	32	0.1	2	0	8
Clc1ccc(-c2cn3nc4c(nc3n2)CCCC4)cc1	-16	1	17	0.9	7	0.8	2	5	38*
COc1ccc(/C=C(\C#N)c2nc3ccc(C)cc3[nH]2)cc1Oc1ccc(C(F)(F)F)cc1[N+](=O)[O-]	-21	0.9	0	1.1	-9	1	1	-4	23

# Quoted at random: 3 compounds from above.
structure	PLK1 kinase inh	PLAP act	CYP2C19 inhib	CYP2C9 activ	CYP2C9 inh	CYP2C19 act	EphB4 ephrin blk	PLK1 PBD inh	Rev-RRE block
CCOc1ccc(N/C(C)=C/C(=O)c2ccc(C)o2)cc1	-16	0.9	52*	0.8	21	0.5	0	1	5
COc1ccc(/C=C(\C#N)c2nc3ccc(C)cc3[nH]2)cc1Oc1ccc(C(F)(F)F)cc1[N+](=O)[O-]	-21	0.9	0	1.1	-9	1	1	-4	23
COCCN(CCOC)C(=O)c1sc2nc(-c3ccccc3)cn2c1C	-6	1.7	14	0.7	30	0.9	6	-5	10

# Continued.
structure	PLK1 kinase inh	PLAP act	CYP2C19 inhib	CYP2C9 activ	CYP2C9 inh	CYP2C19 act	EphB4 ephrin blk	PLK1 PBD inh	Rev-RRE block
Cc1cc(NC(=O)c2ccoc2C)no1	-11	.	.	.	.	.	-6	-6	5
NS(=O)(=O)c1ccc(Nc2nc(-c3ccc4ccccc4c3)cs2)cc1	-5	0.9	-3	1.1	-6	1	-1	-3	4
CCOc1ccc(-c2csc(N)c2C(=O)OC)cc1	-4	1.5	66*	0.3	71*	0.3	-1	15	0
Cc1c(NC(=O)C2CC(c3c(F)cccc3Cl)=NO2)c(=O)n(-c2ccccc2)n1C (stereo unspecified)	-12	1.1	-5	1.1	-10	1.1	4	-6	5
CCN(CC(=O)NC(C)C)Cc1nc2sc3c(c2c(=O)[nH]1)CCC3	-8	.	44	0.6	37	0.6	4	-12	3
CC(=NCc1ccco1)c1c(O)n(C2CCCCC2)c(=O)[nH]c1=O	-12	1.6	97*	0.4	55*	0	3	26	7
CCc1c(C)nc2nc(NC(C)=O)[nH]n2c1=O	-4	0.9	-25	0.8	18	1.2	1	-19	2
O=P(O)(CCCP(=O)(O)CCc1ccccc1)CCc1ccccc1	.	0.9	12	1	2	0.9	.	.	.
CCOC(=O)c1cc2cc(OC)ccc2nc1C	-15	.	.	.	.	.	4	12	5
COc1ccc(-c2cc(C(=O)Oc3ccc([N+](=O)[O-])cc3)c3ccccc3n2)cc1	-14	1	-12	0.8	17	1.1	6	-30	8
Cc1ccc(N2CC(C(N)=O)CC2=O)cc1C (stereo unspecified)	-5	1	-21	1.3	-26	1.2	-6	-19	1
COc1cccc2cc(C(=O)N(C)C)c(=O)oc12	-7	0.9	-23	2*	-103	1.2	3	1	4
Cc1cc(OCC(=O)Nc2cc(-c3nn4c(C)nnc4s3)ccc2C)ccc1Cl	-28	1.1	-17	1.2	-15	1.2	-2	4	-5
O=C(c1cccc(S(=O)(=O)N2CCCCC2)c1)N1CCCCC1	-13	0.9	22	1	0	0.8	2	-8	5
COC(=O)c1ccc(CSc2nc3c(c(=O)n2-c2ccc(C)cc2)SCC3)o1	.	1.4	65*	0.1	93*	0.4	.	.	.
O=C(CSc1ncn(-c2ccccc2)n1)NCc1ccccc1	-1	1	12	0.6	37	0.9	13	-4	3
CCCC(=O)NCCc1ccc(S(N)(=O)=O)cc1	-1	1.2	-16	0.8	17	1.2	-6	-26	12
Cc1ccc(OCC(=O)Nc2cccc3nsnc23)c(C)c1	-8	1	74*	0.9	8	0.3	1	-36	4
CC(=O)Nc1ccc2oc(-c3ccccc3Br)nc2c1	-6	1.2	27	0.3	73*	0.7	-14	7	2
Cc1nn(C)c(=O)n1-c1ccc(Oc2ccccc2)cc1	-3	1	22	0.1	91*	0.8	2	-3	8
CNC(=O)NCC12CC3CC(CC(C3)C1)C2	-9	1	47	1	2	0.5	-5	2	4
CCCCNC(=O)C1CC(=O)N(C2CCCC2)C1 (stereo unspecified)	-12	0.8	10	0.9	7	0.9	2	-10	0
CCOC(=O)c1c(NC(=O)CSc2nnnn2-c2ccccc2)sc2c1CCC(C)C2 (stereo unspecified)	-2	1.5	29	0.2	81*	0.7	-4	-17	26
NS(=O)(=O)c1ccc(CNC(=O)NC2(c3ccccc3)CC2)cc1	-8	1	9	0.8	20	0.9	-7	-6	10
CCOC(=O)CCn1c(CC(=O)OCC)nc2ccccc21	-5	1	12	0.9	5	0.9	-2	1	-1
O=C(O)CCc1ccc(S(=O)(=O)N2CCOCC2)cc1	-12	1.1	4	1	4	1	3	-16	2
O=C(O)c1ccccc1S(=O)CCO (stereo unspecified)	3	1.1	5	0.8	15	1	10	-14	7
COc1ccc2occ(NC(C)=O)c2c1	-2	0.9	0	0.9	9	1	0	-5	4
